# High-throughput results as filed in PubChem BioAssay.
# D2 potentiator: positive allosteric modulators of human D2 dopamine receptor; AID 485347; P14416; potentiation, % at 10 µM; HEK293 T-REx D2, calcium flux, EC20 dopamine potentiation; 0.34% of 340,000 active;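 active = potentiation over 3 SD above the plate norm, cut at about 30% in these data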; also: 0% is about no effect
# Target sequence (P14416 whole entry, looked up): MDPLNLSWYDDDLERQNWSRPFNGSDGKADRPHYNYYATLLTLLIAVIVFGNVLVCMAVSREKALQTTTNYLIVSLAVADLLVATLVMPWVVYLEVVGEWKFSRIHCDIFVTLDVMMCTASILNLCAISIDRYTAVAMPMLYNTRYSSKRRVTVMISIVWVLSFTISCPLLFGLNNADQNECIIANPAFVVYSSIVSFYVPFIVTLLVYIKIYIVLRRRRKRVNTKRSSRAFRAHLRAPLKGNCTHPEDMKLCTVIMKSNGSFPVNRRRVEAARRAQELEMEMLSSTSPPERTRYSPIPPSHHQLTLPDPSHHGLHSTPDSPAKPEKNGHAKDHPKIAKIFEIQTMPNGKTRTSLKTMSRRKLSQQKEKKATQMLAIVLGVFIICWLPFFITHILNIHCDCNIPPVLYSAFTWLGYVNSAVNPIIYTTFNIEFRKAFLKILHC
#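 Tetracycline-induced Hek293 Trex D2 cells, force-coupled to calcium, loaded with no-wash calcium dye. Compound added with 180 s kinetic read for agonism, then EC20 dopamine and a further 180 s read for potentiation.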
# RXFP1 ag: RXFP1 (human) receptor agonism. Q9HBX9. HEK293T-RXFP1 cAMP TR-FRET, 30 min; response scale: percent of porcine relaxin response, buffer zero. 0.3% of 370,000 active. Potency, µM (top dose mostly 57.5 µM), inactives show at the top dose activation, usual class: activators. AID 2676; also: potency is read from the fitted curve at half-maximal effect; % is scaled to controls: 0 for no effect and ±100 for the full control effect; nearly all actives have a fitted effect of over 60% in size; many of its hits are not listed in these tables
#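 HEK293T cells stably expressing RXFP1 were pretreated with the PDE4 inhibitor Ro 20174, exposed to compounds for 30 min at 37C, lysed, and cAMP was read by TR-FRET. Data normalized to buffer (basal) and 29 nM porcine relaxin (100%).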
# D1 antag: antagonists of human D1 dopamine receptor. P21728. HEK293 TREx D1 cells, calcium flux, dopamine EC80; active compounds read low. activity change, negative = inhibition, % at 10 µM. 3.2% of 360,000 active; in the data active = activity change below about -30%; also: % is scaled to controls: 0 for no effect and ±100 for the full control effect
#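 Kinetic fluorescence of a calcium dye serves as the read-out. D1-expressing Hek293 Trex cells, induced overnight at 30 C, are exposed to compound for 180 s before an EC80 dopamine addition, then read 180 s further.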
# D1 ag: activates the human D1 dopamine receptor | P21728 | HEK293 T-REx D1 cells, calcium flux, agonist mode | activation, % at 2 µM | 1% of 360,000 active | AID 504660; in the data active = activation above about 30%; also: 0% is about no effect
#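 Inducible HEK293 T-REx D1 cells, force-coupled to calcium signalling, were plated at 4000 cells/well with tetracycline and held overnight at 30 C. After no-wash calcium dye loading, compound-evoked calcium rise over 180 s flagged agonists.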
# D1 PAM: potentiators of human D1 dopamine receptor | AID 504651 | potentiation, % at 10 µM | 0.036% of 360,000 active | P21728 | HEK293 TREx D1 cells, calcium flux, dopamine EC20 potentiation; in the data active = potentiation above about 30%; also: 0% is about no effect
# TRHR enhancer: TRH receptor (human) allosteric enhancement | P34981 | TRHR cells, fluo-8 calcium fluorescence, EC20 TRH enhancement | enhancement, % at 2 µM | 0.66% of 360,000 active; in the data active = enhancement above about 30%; also: 0% is about no effect
# Target sequence (P34981 whole entry, looked up): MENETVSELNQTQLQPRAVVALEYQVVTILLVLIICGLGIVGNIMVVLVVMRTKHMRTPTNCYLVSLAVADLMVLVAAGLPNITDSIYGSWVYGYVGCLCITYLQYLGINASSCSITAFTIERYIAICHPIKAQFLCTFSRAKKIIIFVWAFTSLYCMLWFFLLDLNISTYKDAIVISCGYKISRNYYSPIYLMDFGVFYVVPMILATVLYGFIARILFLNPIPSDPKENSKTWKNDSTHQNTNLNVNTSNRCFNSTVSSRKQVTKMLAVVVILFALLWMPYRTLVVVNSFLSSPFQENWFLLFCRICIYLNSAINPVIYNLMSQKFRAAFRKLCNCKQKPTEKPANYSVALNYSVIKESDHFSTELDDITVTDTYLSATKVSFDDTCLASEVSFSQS
#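 Enhancer read-out: after compound pinning and an initial kinetic agonist-mode read, an EC20 of TRH (10 nM final) was injected and fluo-8 calcium signal (Ex 480/Em 530) followed at 1 s/cycle for 100 cycles in TRHR-expressing cells.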
# Anesthetic bind: binds horse apoferritin like a general anesthetic; apoferritin/1-aminoanthracene competitive binding, fluorescence; AID 485281; P02791; Potency, µM (titrated, usually from 77.5 µM), without a hit: at the highest dose activity change, negative = displacement, usual class: inhibitors; 0.074% of 350,000 active; also: potency is read from the fitted curve at half-maximal effect; % is scaled to controls: 0 for no effect and ±100 for the full control effect; nearly all actives have a fitted effect of over 20% in size
# Target sequence (P02791 2-175 limits assumed): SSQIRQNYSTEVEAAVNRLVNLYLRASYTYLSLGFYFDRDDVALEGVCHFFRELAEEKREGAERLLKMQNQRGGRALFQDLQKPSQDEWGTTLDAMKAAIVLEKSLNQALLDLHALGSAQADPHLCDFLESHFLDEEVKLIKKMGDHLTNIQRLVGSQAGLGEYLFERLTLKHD
#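 In PBS, apoferritin at 10 uM is loaded with 1-AMA from a 50% saturated solution. After 10 min of compound exposure at ambient temperature, reduced 535 nm fluorescence indicates probe displacement.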
# RXFP1 antag: RXFP1 (human) relaxin receptor antagonism; 0.59% of 350,000 active; Q9HBX9; activity change, negative = inhibition, % at 57.5 µM; AID 1259400; HEK293-RXFP1, relaxin-stimulated cAMP HTRF, 30 min; active compounds read low;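 active = activity change of -60% or lower, but not beyond a set lower limit; inconclusive = change between -60% and -40%, or beyond the set limit; inactive = change above -40%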; also: % is scaled to controls: 0 for no effect and ±100 for the full control effect
# TRHR agonist: TRH receptor (human) agonism; 0.18% of 360,000 active; activation, % at 2 µM; AID 493084; P34981; TRHR cells, calcium flux fluo-8, FDSS agonist mode; in the data active = activation above about 30%; also: 0% is about no effect
#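 Fluo-8-loaded TRHR cells; 10 s baseline, compound added, kinetic Ca2+ fluorescence read 1/s, agonist mode.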
# * = called active by the depositor; ? = inconclusive; · = no result given; [ ] = dose if it differs, or a comment. Unless noted, calls follow the shape of the dose curve; as a rule, active = well fitted curve in the direction sought with a large enough effect; inconclusive = small, poorly fitted or top-dose-only effect, or another doubt; inactive = no such curve, though single readings can be large; an effect the other way counts as inactive or inconclusive. Some of the compounds tested, so the mix of outcomes need not match the whole.
no.	smiles	RXFP1 ag	D1 PAM	D2 potentiator	RXFP1 antag	Anesthetic bind	D1 antag	TRHR agonist	D1 ag	TRHR enhancer
1	COc1cc(C2c3c(-c4ccccc4O)n[nH]c3C(=O)N2CCO)ccc1OCC(C)C (stereo not given)	-0.9%	2	5	-32	?	22	0.8	3	-11
2	O=C(c1ccco1)N1CCN(c2ccc(F)cc2)CC1	-2.0%	-4	-1	-5	-3%	-8	0.0	3	25
3	CCOc1ccc(C(=O)N2CCN(Cc3cc(=O)n4nc(-c5cccc(OC)c5)sc4n3)CC2)cc1	9.6%	-1	-4	·	?	-1	-0.8	2	-3
4	O=C(COC(=O)CSc1ccc([N+](=O)[O-])cc1)NCCCc1ccccc1	-4.0%	-8	-5	-6	?	-33*	-0.3	9	-5
5	Cc1ccc(NC2c3ncccc3C(=O)N2C2CCCCC2)cc1 (stereo not given)	-2.6%	-4	4	-8	?	3	-0.3	-1	7
6	Cc1nc(-c2ccc(S(=O)(=O)Nc3cc(Cl)ccc3C)cc2)co1	1.1%	-4	8	·	-13%	-2	-0.1	6	3
7	C=CCN(C(=O)CC(NC(C)=O)c1ccccc1)c1nc(-c2ccc(S(C)(=O)=O)cc2)cs1 (stereo not given)	0.4%	2	9	8	-10%	11	-0.5	-2	6
8	CCc1cccc(-n2nnc(-c3nsc(NC(=O)c4ccc(C)cc4)n3)c2C)c1	12%	2	·	-4	-7%	17	0.4	3	3
9	O=c1c2ccccc2nc(-c2ccco2)n1Cc1ccccc1	0.7%	3	22	7	?	-13	-0.6	1	-2
10	O=C(OCc1c(F)cccc1Cl)c1cc([N+](=O)[O-])ccc1N1CCOCC1	1.8%	8	-5	-10	·	0	0.0	12	-1
11	CC(=O)NCCCOc1ccc([N+](=O)[O-])cc1Cl	-1.8%	0	7	3	4%	2	-1.1	2	8
12	C=C1N(CCCCCC(=O)O)C(=O)OC12CCCCC2	0.6%	5	3	0	3%	-9	0.4	2	-1
13	CCCCNC(=O)CCCn1c(=O)[nH]c2ccc(Br)cc2c1=O	2.7%	-14	-5	5	-1%	-3	-0.3	3	3
14	Cc1cccc(/C=C(\C#N)c2nc3ccccc3c(=O)[nH]2)c1	-6.2%	-3	3	-9	-9%	-19	2.1	6	-1
15	Cc1ccc(-n2c(SCC(N)=O)nc3c(c2=O)C2(CCCC2)Cc2ccccc2-3)cc1	22%	0	3	·	-22%	8	0.1	4	-3
16	COc1ccc(NC(=O)CN(C)S(=O)(=O)c2ccccc2)c([N+](=O)[O-])c1	0.0%	4	14	7	-10%	-9	-0.9	4	3
17	CCOC(=O)c1nnsc1-c1ccc(-c2snnc2C(=O)OCC)cc1	-1.0%	-3	-4	16	0%	-25	-2.5	0	-7
18	O=C(CN1C(=O)NC2(CCCCCCC2)C1=O)Nc1ccc(Br)cc1	-0.9%	2	3	-6	·	-40*	-0.1	0	0
19	Cc1ccc(Nc2cc(C)nc(NCc3ccccc3)n2)cc1	-1.1%	-11	-10	-33	?	19	6.5	53*	32*
20	O=C(Nc1ccc(Cl)cc1)OCc1cncs1	0.0%	-6	12	-9	?	-29	-1.0	20	5
21	Cc1nn(C)cc1CN(C)Cc1c(C(=O)N(C)Cc2ccccc2)nc2ccccn12	-3.4%	-2	14	5	-9%	5	-0.4	0	-7
22	CC(=O)c1cn(CC(=O)Nc2ccccc2C)c2ccccc12	0.6%	-1	1	25	4%	-21	-0.9	20	4
23	O=C1CS/C(=C/C(=O)c2ccccc2)N1	0.0%	-1	-6	-2	-18%	5	0.2	3	-6
24	CCn1ccnc1C(O)c1cccc(OC)c1OC (stereo not given)	0.4%	·	·	·	-4%	-16	-0.6	4	7
25	CCC(C)NC(=O)c1cc(-c2ccc(OC)cc2)on1 (stereo not given)	-0.1%	-6	2	7	4%	6	-0.2	1	-1
26	N#Cc1c(-c2ccccc2F)cc(C2CC2)nc1SCC(=O)c1cccs1	-0.3%	0	-2	-7	-15%	-2	6.3	14	-11
27	Cc1ccc(Nc2nnc(-c3ccc(C)c(S(=O)(=O)N4CCN(C)CC4)c3)c3ccccc23)cc1	-0.3%	-4	-10	8	-8%	-24	-0.3	-2	-1
28	CN1N=C(/C=C/c2ccccc2)CCC1=O	0.4%	3	16	-18	-4%	2	0.8	2	-1
29	O=c1c2ccccc2nc(/C=C/c2c[nH]c3ccccc23)n1CCO	2.1%	2	-1	-16	-1%	-12	0.1	0	4
30	S=c1[nH]nc(C2CCCCC2)n1/N=C/c1cccc(Br)c1	3.4%	1	14	-8	-7%	-1	0.0	1	1
31	CC(=O)c1cccc(NC(=O)CSc2nc3c(c(=O)[nH]2)CCC3)c1	-3.2%	-4	-3	-1	0%	-6	-0.3	2	-4
32	O=C(NCCc1ccc(Cl)cc1Cl)c1cncc(Br)c1	2.4%	-12	-13	-4	3%	-38*	-0.6	4	8
33	Cc1ccc(-c2nc3c(c(SCC(=O)Nc4ccccc4Cl)n2)Cc2c(CO)cnc(C)c2O3)cc1	-1.2%	3	-10	-13	-1%	-7	-0.3	4	5
34	CN(C)C(=O)C(=O)c1c(-c2ccccc2)cc2ccccn12	2.7%	0	5	0	-8%	-8	-0.2	0	-1
35	CCOc1ccc(CN2CCN(Cc3ccc4cc(F)ccc4n3)CC2CCO)cc1 (stereo not given)	0.9%	0	-14	0	-14%	10	-0.2	0	0
36	CCOC(=O)c1c(NC(=O)C(=O)N/N=C/c2ccccc2O)sc2c1CCCCC2	-1.2%	-2	2	·	41%[activator]	7	3.5	5	0
37	O=C(CN(Cc1ccc(Br)cc1)S(=O)(=O)c1ccccc1)NCC1CCCO1 (stereo not given)	1.9%	0	13	3	-11%	1	0.8	2	4
38	CCOC(=O)C(NC(=O)c1ccccc1Cl)(Nc1ccc(C)c(C)c1)C(F)(F)F (stereo not given)	2.1%	5	13	-2	-12%	8	-1.2	-2	0
39	COc1ccc(N(C(=O)Cc2cccs2)C(C(=O)NC2CCCC2)c2ccncc2)cc1OC (stereo not given)	0.8%	0	·	12	2%	31	-0.1	1	0
40	Cc1ccc(S(=O)(=O)N/N=C\c2cn(-c3ccccc3)nc2-c2ccccc2)cc1	-0.2%	7	2	-11	5%	-4	-0.3	2	1
41	Cc1ccc(S(=O)(=O)NNC(=O)CCC(=O)Nc2ccc(C)cc2C)cc1	1.4%	2	11	-4	-6%	0	-1.6	5	6
42	COCCCNC(=O)c1cc2cc(Br)ccc2oc1=O	2.4%	7	16	13	-2%	-4	0.0	1	-3
43	COc1ccc(CNS(=O)(=O)c2ccc(-c3cc(C)no3)cc2)cc1	-1.6%	-1	10	-30	0%	-11	-0.6	10	2
44	Cc1ccc(OCc2cc(C(=O)N3CCN(C)C[C@@H]3c3ccccc3)no2)cc1C	-0.3%	-2	-6	-16	-18%	-31*	0.8	9	-3
45	Cc1cccc(C(CC(=O)NCCc2ccccc2)c2ccccc2)c1O (stereo not given)	-1.1%	-9	-3	0	-7%	-18	-1.3	3	-1
46	CCOC(=O)c1ccc(N2C(=O)c3[nH]nc(-c4ccc(C)cc4)c3C2c2cccs2)cc1 (stereo not given)	0.0%	5	-1	·	-11%	6	2.6	4	17
47	COCc1oc2ccc(NS(=O)(=O)c3ccc(C)cc3)cc2c1C(=O)OC	4.6%	-2	6	-15	-6%	5	-1.1	0	-1
48	O=C(CN1C(=O)NC2(CCCC2)C1=O)Nc1ccc(Cl)c(C(F)(F)F)c1	-0.5%	-1	-2	-8	-15%	-14	4.2	2	1
49	Cc1cccc(N2CCN(C(=O)c3c(C)nn(Cc4ccccc4Cl)c3C)CC2)c1C	-0.6%	1	16	-30	-4%	7	-0.8	5	-5
50	CCOC(=O)CN(C(=O)CCC(=O)Nc1cc(C)on1)C(C(=O)NC1CCCC1)c1cccnc1 (stereo not given)	1.1%	-4	-3	-21	-7%	21	0.3	2	-7

# Random excerpt: 2 records from the list, in no set order.
no.	smiles	RXFP1 ag	D1 PAM	D2 potentiator	RXFP1 antag	Anesthetic bind	D1 antag	TRHR agonist	D1 ag	TRHR enhancer
41	Cc1ccc(S(=O)(=O)NNC(=O)CCC(=O)Nc2ccc(C)cc2C)cc1	1.4%	2	11	-4	-6%	0	-1.6	5	6
45	Cc1cccc(C(CC(=O)NCCc2ccccc2)c2ccccc2)c1O (stereo not given)	-1.1%	-9	-3	0	-7%	-18	-1.3	3	-1

# Additional records follow:
no.	smiles	RXFP1 ag	D1 PAM	D2 potentiator	RXFP1 antag	Anesthetic bind	D1 antag	TRHR agonist	D1 ag	TRHR enhancer
51	Cc1ccc2cc(C#N)c(NCCNC(=O)C3CC3)nc2c1C	-0.4%	-2	5	-3	-3%	-3	-1.2	4	-1
52	CC1(C)Cc2c(sc3c2c(=N)n(Cc2ccco2)c(=O)n3CC(=O)Nc2ccccc2)CO1	-0.8%	-3	11	-2	-21%	-5	-0.8	1	0
53	COc1ccc(CNc2nc3nc(C)cc(C)n3n2)cc1	1.9%	-1	6	-9	-21%	0	0.4	2	9
54	C=CCN(CC(=O)NCc1ccccc1)C(=O)c1csnn1	1.8%	-3	-1	18	-8%	-11	-0.8	2	2
55	COc1cccc(C(=O)NCCS(=O)(=O)N2CCN(C(=O)c3ccco3)CC2)c1	-0.3%	1	15	-2	·	21	-0.6	1	5
56	CCN(CC)C(=S)Oc1c(Cl)cccc1Cl	8.7%	-6	-4	-4	8%	5	-0.9	1	-5
57	CC(=O)N1CCN(C(=O)c2cc3ccccc3o2)CC1	1.2%	-5	2	-11	-10%	2	1.2	2	0
58	COc1ccc(-c2nc(N)nc(C(F)(F)F)c2-c2csc(C)n2)c(O)c1	-0.5%	-1	-3	-1	6%	-15	-0.5	2	2
59	O=C(COC(=O)CSCC(=O)N1CCCCC1)NCc1ccc(F)cc1	4.7%	0	0	0	-10%	2	-0.4	0	3
60	CC1CCN(CCC(=O)N/N=C/c2ccc([N+](=O)[O-])cc2)CC1	-0.1%	-3	-14	-1	-5%	25	0.0	1	23
61	CCCCn1nnc(NC(=O)c2ccc(-c3cccc([N+](=O)[O-])c3)o2)n1	0.5%	-4	10	·	?	-22	-0.4	0	-3
62	COc1ccc(C(=O)NCCNc2ccccc2[N+](=O)[O-])cc1	2.8%	2	-10	-4	-22%	0	-1.3	0	1
63	O=S(=O)(c1ccc(F)cc1)N1CCC2(CC1)OCCO2	-1.2%	-3	4	14	-2%	-2	-1.7	4	0
64	Cc1cc(C)cc(-n2ncc3c2CCCC3NC(=O)c2cc(C)n(C)n2)c1 (stereo not given)	-4.2%	-7	4	-7	-6%	-20	-0.2	14	-1
65	COc1cccc(C2=CC(c3cc(Br)ccc3F)n3nnnc3N2)c1 (stereo not given)	-0.8%	-6	-18	-13	-5%	0	-0.2	1	-6
